NCI-60 one-dose screen, 48 h, at 10 µM unless noted. Numbers give growth in % (100 = growth as untreated, 0 = no growth, -100 = all killed).
MDA-MB-435 – MDA-MB-435 melanoma. 82,000 tested, 7.8% active
A549/ATCC – A549/ATCC NSCLC; 81,000 tested, 3.7% active
M14 – M14 melanoma; AID 1794745; 80,000 tested, 6.2% active
SK-MEL-5 – SK-MEL-5 melanoma; 80,000 tested, 6.4% active
SK-MEL-28 – SK-MEL-28 melanoma. 81,000 tested, 4.1% active. AID 1794761
UACC-257 – UACC-257 melanoma; 78,000 tested, 4.4% active; AID 1794764
UACC-62 – UACC-62 melanoma | 81,000 tested, 5.4% active
SK-MEL-2 – SK-MEL-2 melanoma; 77,000 tested, 4.7% active; AID 1794763
* hit, by the source's call; . = not tested or not shown; & = joins results of further samples; [ ] = dose if it differs, or a comment. How the source made its calls: active means growth percent below 10; inactive means the rest.

SMILES | MDA-MB-435 | A549/ATCC | M14 | SK-MEL-5 | SK-MEL-28 | UACC-257 | UACC-62 | SK-MEL-2
NC(=S)NN=C1CSSC1 | 65 | 24 | 36 | 43 | 71 | 32 | 67 | 40
NS(=O)(=O)c1ccc(-n2c(O)c(C3=c4cc(Cl)ccc4=NC3=O)sc2=S)cc1 | 94 | 101 | 107 | 86 | 102 | 82 | 93 | 104
Cc1nn(-c2ccccc2)c2nc3nc(-c4cccnc4)nc(N)c3c(-c3ccc(Cl)cc3)c12 | 84 | 63 | 91 | 95 | 87 | . | 92 | 94
Cc1ccc(C(=O)NCC(=O)O)cc1 | 104 | 102 | 104 | 103 | 104 | 99 | 100 | 107
CC1(C)C(=NNC(N)=O)C(C)(C)C1=NNC(N)=O | 107 | 102 | 101 | 103 | 115 | 111 | 109 | 110
O=C(O)CNC(c1ccccc1)(c1ccccc1)c1ccccc1 | 114 | 107 | 101 | 104 | 114 | 106 | 96 | 689
CCOC(=O)C(Cc1ccc(C)cc1)(NC=O)C(=O)OCC | 102 | 92 | 98 | 104 | 97 | 85 | 99 | 90
CCOC(=O)c1c(NCC(=O)Nc2ccccc2[N+](=O)[O-])sc(C(C)=O)c1C | 101 | 104 | 98 | 95 | 103 | 106 | 97 | 112
Cc1ccc[n+](CCCCC[n+]2cccc(C)c2)c1 | 99 | 95 | 114 | 107 | 116 | 100 | 112 | 102
CC1(C)Nc2cccc3cccc(c23)N1 | 108 | 103 | 114 | 111 | 102 | 90 | 110 | 117
CC1=C(C(=O)OC(C)C)C(c2ccc3c(c2)OCO3)NC(=S)N1 (stereo not given) | 106 | 104 | 99 | 99 | 106 | 100 | 85 | 102
CC1CCCN1c1ccnc2cc(Cl)ccc12 (stereo not given) | 105 | 103 | 104 | 100 | 108 | 91 | . | 100
COc1ccc(-c2cc(-c3ccc(OC)cc3)n(-c3ccc(-c4nc(N)n[nH]4)cc3)n2)cc1 | 114 | 92 | 96 | 88 | 109 | 111 | 97 | .
O=C(Nc1ccc(OCc2nnc(-c3ccccc3)o2)c(F)c1)Nc1ccc(Cl)c(C(F)(F)F)c1 | 28 | 12 | 24 | 4.6* | 49 | 28 | 27 | 16
Cc1[nH]c(C(=O)Nc2ccccc2OCc2cccc(C(=O)N3CCC[C@@H](N)C3)c2)c(Cl)c1Cl | -97* | -77* | -86* | -98* | -85* | -72* | -91* | -74*
O=C(Oc1ccccc1)c1ccccc1C(=O)Oc1ccccc1 | 99 | 98 | 116 | 104 | 104 | 102 | 103 | 131
COc1cc(-c2nn(C(C)(C)C)cc2-c2ccnc(NCCCNS(=O)(=O)c3ccccc3)n2)ccc1F | 36 | 67 | 82 | 79 | 100 | 101 | 76 | 95
C=C(C)[C@@H]1CC[C@]2(C(=O)NC3CCCCC3)CC[C@]3(C)[C@H](CC[C@@H]4[C@@]5(C)CC[C@H](N)C(C)(C)[C@@H]5CC[C@]43C)[C@@H]12 | 98 | 92 | 103 | 93 | 109 | 105 | 104 | 105
CC1C(=O)C2=C(CCCC2)c2cn(Cc3ccccc3)c3cccc1c23 (stereo not given) | 104 | 90 | 93 | 96 | 110 | 96 | 79 | .
CC1C(=O)C=CN2CC(c3ccc(F)cc3)=CCC12 (stereo not given) | 108 | 76 | 102 | 98 | 121 | 78 | 100 | 106
COC(=O)c1ccc(CNc2nc(=O)n(Cc3ccc(Cl)cc3)c(=O)[nH]2)cc1 | 108 | 112 | 104 | 99 | 107 | 114 | 103 | 107
CC(=O)N(C)c1cccc2ccccc12 | 104 | 105 | . | 105 | 104 | 103 | 101 | 96
CCCCCC(C)NCCOC(=O)c1ccc([N+](=O)[O-])cc1 (stereo not given) | 99 | 104 | 97 | . | 112 | 105 | 99 | 108
COc1ccc(-c2nc(-c3ccccc3)c(-c3ccccc3)n2C2CC2)cc1OC1CCCCC1 | 72 | 53 | 77 | 36 | 78 | 85 | 61 | 87
C=C1C[C@H]2C[C@H](C)[C@H]3CC[C@H](C)C4=C3[C@@](O)(OC4=O)[C@@]2(C)C1 | 106 | 83 | 98 | 98 | 108 | 96 | . | 110

6 structures already listed, sorted by molar mass, descending.
SMILES | MDA-MB-435 | A549/ATCC | M14 | SK-MEL-5 | SK-MEL-28 | UACC-257 | UACC-62 | SK-MEL-2
C=C(C)[C@@H]1CC[C@]2(C(=O)NC3CCCCC3)CC[C@]3(C)[C@H](CC[C@@H]4[C@@]5(C)CC[C@H](N)C(C)(C)[C@@H]5CC[C@]43C)[C@@H]12 | 98 | 92 | 103 | 93 | 109 | 105 | 104 | 105
Cc1[nH]c(C(=O)Nc2ccccc2OCc2cccc(C(=O)N3CCC[C@@H](N)C3)c2)c(Cl)c1Cl | -97* | -77* | -86* | -98* | -85* | -72* | -91* | -74*
Cc1nn(-c2ccccc2)c2nc3nc(-c4cccnc4)nc(N)c3c(-c3ccc(Cl)cc3)c12 | 84 | 63 | 91 | 95 | 87 | . | 92 | 94
COC(=O)c1ccc(CNc2nc(=O)n(Cc3ccc(Cl)cc3)c(=O)[nH]2)cc1 | 108 | 112 | 104 | 99 | 107 | 114 | 103 | 107
CCOC(=O)C(Cc1ccc(C)cc1)(NC=O)C(=O)OCC | 102 | 92 | 98 | 104 | 97 | 85 | 99 | 90
CC1(C)C(=NNC(N)=O)C(C)(C)C1=NNC(N)=O | 107 | 102 | 101 | 103 | 115 | 111 | 109 | 110

Continuation:
SMILES | MDA-MB-435 | A549/ATCC | M14 | SK-MEL-5 | SK-MEL-28 | UACC-257 | UACC-62 | SK-MEL-2
CS(=O)C1=NCC(c2c(N)n[nH]c2-c2ccc(Cl)cc2)=N1 (stereo not given) | 90 | 94 | 76 | 94 | 117 | 74 | 70 | .
CCn1c2ccc(Br)cc2c2c3c(c4c5ccccc5ccc4c21)C(=O)NC3=O | 97 | 102 | 97 | 97 | 98 | 115 | 109 | 108
C=CCc1c2c(c(OC)c3ccoc13)C(=O)/C(=C/c1ccccc1)O2 | 97 | 87 | 110 | 79 | 106 | 94 | 92 | 111
C=C(C)C(=O)Oc1ccc(N=Nc2ccc(C)cc2)ccc1=O | 41 | 43 | 30 | 49 | 58 | 41 | 28 | 25
O=[N+]([O-])c1ccc(Cl)c(S(=O)(=O)O)c1 | 117 | 102 | 107 | 104 | 111 | 97 | 105 | .
ON=C(Cc1ccccc1)Cc1ccccc1 | 107 | 95 | 103 | 99 | 110 | 103 | 96 | 105
OCCSC(=S)N1CCNCC1 | 104 | 105 | 93 | 106 | 107 | 104 | 112 | 97
CN1CCN(C(=O)[C@]23CCC(C)(C)C[C@H]2C2=CC[C@@H]4[C@@]5(C)C/C(=C/c6cccnc6)C(=O)C(C)(C)[C@@H]5CC[C@@]4(C)[C@]2(C)CC3)CC1 | 59 | 47 | 57 | 50 | 78 | 44 | 53 | 82
CCCCNc1ccncc1CO | 105 | 96 | 97 | 102 | 108 | 103 | 104 | 91
O=[P@@]1(c2ccccc2)O[C@H](COCc2ccccc2)[C@@H](OCc2ccccc2)[C@H](OCc2ccccc2)[C@@H]1O | 61 | 57 | . | 85 | 93 | 73 | 66 | 63
CC1(c2ccccc2O)NNC(=NCC(=O)c2ccccc2)N1C(Cc1c[nH]c2ccccc12)C(=O)O (stereo not given) | 99 | 66 | 76 | 92 | 98 | 72 | 76 | 85
Cc1cccc(C(=O)O)c1O | 102&108&108&109 | 94&106&97&100 | 96&104&98&99 | 108&99&98&96 | 106&114&113&107 | 96&104&105&97 | 102&98&87&91 | 93&113&95&109
Nc1nnc(-c2cc(=O)oc3ccc4ccccc4c23)s1 | 97 | 109 | 106 | 100 | 105 | 105 | 93 | 114
O=C(/C=C/c1c(-c2ccc(F)cc2)nc2sccn12)c1ccc2c(c1)OCO2 | 93 | 100 | 105 | 105 | 109 | 101 | 78 | 108
Cc1ccc2oc(=O)cc(C)c2c1 | 94 | 97 | 107 | 102 | 105 | 96 | 105 | 114
O=C(/C=C/c1cccc(O)c1)c1ccccc1O | 76 | 97 | 96 | 92 | 98 | 87 | 87 | 84
O=C(Nc1ccc(C2=NCCN2)cc1)Nc1cccc(NC(=O)Nc2cccc(C3=NCCN3)c2)c1 | 109 | 94 | 88 | 82 | 110 | . | 99 | 98
CNC(=O)OCc1c(COC(=O)NC)c(-c2ccc(F)cc2)n2c1CCC2 | 96 | 85 | 91 | 97 | 113 | 118 | 79 | 109
COc1cc(CNC(=O)/C=C/c2ccc(OC(C)=O)c(OC)c2)ccc1O | 105 | 94 | 101 | 96 | 120 | 98 | 87 | 107
Nc1cc(S(N)(=O)=O)ccc1N1CCCCC1 | 96 | 97 | 111 | 110 | 113 | 99 | 107 | 118
COc1ccc(-c2nc3sc4cc(OC)ccc4n3c2-c2nc3c(C)c(C)ccc3[nH]2)cc1 | 94 | 108 | 91 | 95 | 106 | 127 | 90 | 106
O=C(CNC(=O)c1cccc2ccccc12)Nc1ccccc1Oc1cccc(O)c1 | -48*[5 µM] | 22[5 µM] | -8.2*[5 µM] | 26[5 µM] | 57[5 µM] | 45[5 µM] | 45[5 µM] | .
Cc1cc(N)ccc1-c1ccc(N)cc1C | 102 | 93 | 95 | 100 | 104 | 81 | 104 | 86
Oc1ccc(/C=C2\SCc3cc4ccc(O)cc4[o+]c32)c(O)c1 | 107 | 105 | 104 | 102 | 97 | 102 | 93 | 105
COc1cc2nc(-c3ccc(-n4cncc4-c4ccc(F)cc4F)cc3)sc2c(OC)c1OC | 66 | 57 | 58 | 46 | 86 | 68 | 69 | 80

(listing goes on)
SMILES | MDA-MB-435 | A549/ATCC | M14 | SK-MEL-5 | SK-MEL-28 | UACC-257 | UACC-62 | SK-MEL-2
CCOC(=O)[C@@H](CSSCCOC(=O)Oc1ncc(F)c(=O)[nH]1)NC(=O)[C@H](C)c1ccc2cc(OC)ccc2c1 | 105 | 95 | 103 | 101 | 119 | 105 | 94 | 83
O=C(O)c1cccc(F)c1 | 98 | 102 | 102 | 104 | 96 | 102 | 101 | 121
COc1ccc(/C=C(\C#N)c2cc(OC)c3c(c2)OCO3)cc1 | -18* | 15 | 12 | -59* | 68 | 84 | 39 | 44
Cc1cc(O)ccc1Sc1ccccc1[N+](=O)[O-] | 58 | 85 | 89 | 91 | 101 | 88 | 76 | 99
Cc1ccc(-c2ccccc2N)c2[nH]c3ccccc3c12 | 98 | 86 | 88 | 94 | 97 | 106 | 79 | 93
N=c1ncn(C2OC(CO)C(O)C2O)c2nc(Br)[nH]c12 (stereo not given) | 103 | 96 | 104 | 102 | 108 | 91 | 99 | 110
Cc1ccc(/C=C2\Oc3cc(C)c(Cl)cc3C2=O)cc1 | 97 | 105 | 95 | 97 | 114 | 105 | 90 | 115
CS(=O)(=O)Nc1ccc(C(=O)CCN2CCCCCC2)cc1 | 110 | 116 | 104 | 98 | 105 | 121 | 100 | 141
N#Cc1c(-c2ccccc2)nc(N2CCCCC2)[nH]c1=O | 108 | 100 | 102 | 100 | 109 | 103 | 96 | 98
O=C(/C=C/c1ccc(C(F)(F)F)cc1)C(F)(F)C(=O)/C=C/c1ccc(C(F)(F)F)cc1 | 107 | 78 | 102 | 100 | 113 | 85 | 103 | 109
N#Cc1c(-c2ccccc2F)n2c(nc1=O)SC(=O)C2 | 94 | . | 110 | 102 | 110 | 102 | 98 | 109
C#CCN(Cc1ccccc1OC)Cc1ccccc1S(=O)c1ccccc1 (stereo not given) | 89 | 62 | 91 | 63 | 94 | . | 57 | 93
O=C(O)c1ccc2c(C(=O)O)cccc2c1 | 106 | 98 | 106 | 108 | 95 | 106 | 101 | 102
CCOC(=O)NC(=O)/C(C#N)=C\Nc1ccccc1 | 96 | 94 | 95 | 101 | 114 | 91 | 100 | 98
CC(C)Nc1nnc(-c2cccnc2)s1 | 111 | 92 | 96 | 119 | 100 | 95 | 109 | 97
C[C@@H](O)CO | 99 | 96 | 103 | 107 | 102 | 96 | 111 | 117
CC(C)(C)N1C(=O)c2ccccc2C1=O | 105 | 101 | 100 | 107 | 110 | . | 119 | 96
CCCCCCCCC(C)C(=O)N1CCCC1C(=O)N1C(CC(=O)CC)CC(C)CC1C(=O)NC(C)C(=O)NC(C)(C)C(=O)NC(C)(C)C(=O)NC(C(=O)NC(C)C(=O)NC(C)(C)C(=O)NC(C)(C)C(=O)NC(C)CN(C)CCO)C(C)CC (stereo not given) | -19* | -62* | . | -85* | . | -72* | -66* | -34*
O=C(NCCCl)Nc1ncccc1OCc1ccccc1 | 97 | 103 | 100 | 96 | 108 | 107 | 92 | 101
COc1c(CNC(=O)CCl)cc2[nH]c(C)cc2c1CNC(=O)CCl | 50 | 56 | 47 | 44 | 63 | 52 | 31 | 55
CC[C@H](Nc1nc(N)nc(C)c1C#N)c1nc2cccc(CN(C)c3ncc(C(=O)NO)cn3)c2c(=O)n1-c1ccccc1 | -3.7* | 27 | 9.1* | -92* | 6.0* | -21* | -80* | -5.9*
O=C1C(Cl)C(c2ccc([N+](=O)[O-])cc2)N1NCc1nc2ccccc2c(=O)[nH]1 (stereo not given) | 97 | 95 | 94 | . | 109 | 103 | 85 | 105
O=C(OC1CCCC1)C1(O)CCCCC1 | 108 | 98 | 104 | 103 | 108 | 97 | 103 | 99
COc1ccc(/C=C(\C#N)c2ccccc2)cc1 | 12 | 82 | 89 | 81 | 91 | 86 | . | .
C/C(=C(/O)c1ccc(Cl)cc1)c1nc2ccc(Cl)cc2[nH]c1=O | 95 | 111 | 93 | 68 | 96 | 111 | 60 | 86
COc1cc(C2CC(c3ccc(Nc4nc(Nc5ccc(Cl)cc5)nc(Nc5ccc(Cl)cc5)n4)cc3)=NN2C(C)=O)cc(OC)c1OC (stereo not given) | 89 | 91 | 102 | 81 | 119 | 103 | 90 | 80

Structures listed so far containing a CF3 group, in the order listed:
SMILES | MDA-MB-435 | A549/ATCC | M14 | SK-MEL-5 | SK-MEL-28 | UACC-257 | UACC-62 | SK-MEL-2
O=C(Nc1ccc(OCc2nnc(-c3ccccc3)o2)c(F)c1)Nc1ccc(Cl)c(C(F)(F)F)c1 | 28 | 12 | 24 | 4.6* | 49 | 28 | 27 | 16
O=C(/C=C/c1ccc(C(F)(F)F)cc1)C(F)(F)C(=O)/C=C/c1ccc(C(F)(F)F)cc1 | 107 | 78 | 102 | 100 | 113 | 85 | 103 | 109
